# Growth percent in the NCI-60 one-dose screen (48 h, 10 µM unless noted): 100 = growth as untreated, 0 = no growth, -100 = all killed.
# 786-0: 786-0 renal cancer cells; hit rate 5.1% among 81,000
# ACHN: ACHN renal cancer; hit rate 4.9% among 81,000; AID 1794771
# SN12C: SN12C renal cancer cells. hit rate 3.8% among 81,000. AID 1794767
# UO-31: UO-31 renal cancer; hit rate 5.2% among 81,000
# TK-10: TK-10 renal cancer cells; hit rate 3.9% among 81,000; AID 1794769
# RXF 393: RXF 393 renal cancer cells | hit rate 6.9% among 77,000
# CAKI-1: CAKI-1 renal cancer; hit rate 4.7% among 75,000
# A498: A498 renal cancer cells; hit rate 5.4% among 76,000
# * = called active by the depositor; x = no result given; [ ] = remark or other dose. How the source made its calls: active means growth percent below 10; inactive means the rest. Outcome played no part in choosing rows (roughly 10% active in at least one column).
SMILES,786-0,ACHN,SN12C,UO-31,TK-10,RXF 393,CAKI-1,A498
[2H]C([2H])([2H])Oc1ccc(/C=C/C(=O)/C=C(/C=C/c2ccc(OC([2H])([2H])[2H])c(OC([2H])([2H])[2H])c2)OB(F)F)cc1OC([2H])([2H])[2H],82,56,84,68,84,66,62,107
CC(=O)N[C@H](C(=O)N[C@@H](CCCNC(=N)N)C(=O)N[C@@H](CCCCN)C(=O)N[C@@H](CCCNC(=N)N)C(=O)N[C@]1(C)CCC/C=C\CCC[C@@](C)(C(=O)N[C@@H](CC(C)C)C(=O)N[C@@H](CC(C)C)C(=O)N[C@@H](CCC(N)=O)C(=O)N[C@@H](CCC(=O)O)C(=O)N[C@@H](CCCNC(=N)N)C(=O)N[C@@H](CCC(=O)O)C(=O)N[C@@H](CC(C)C)C(=O)N[C@H](C(=O)N[C@@H](CCC(=O)O)C(N)=O)C(C)C)NC(=O)[C@H](CCCNC(=N)N)NC(=O)[C@H](CC(C)C)NC1=O)C(C)C,98,109,103,114,96,119,99,116
N#Cc1ccccc1Cn1cc(CSc2nc3ccccc3o2)nn1,94,99,97,85,95,105,84,99
Cc1ccc(-c2cc(NC(=S)NC(=O)c3cccs3)n[nH]2)cc1,100,105,102,99,110,116,102,89
CCCCCCCC/C=C\CCCCCCCC(=O)OCCCCCCCCCCC,111,100,102,89,118,110,102,x
COc1ccc(NC(=O)Nc2ccc(OCC(=O)N=Nc3c(O)[nH]c4ccc(OC)cc34)cc2)cc1,77,102,95,96,125,113,95,120
CN(/N=N/c1nc[nH]c1C(=O)NN)C1CCCCC1,95,96,93,104,106,121,105,116
COC(CCC#N)c1ccccc1 (configuration not stated),105,103,100,86,92,109,91,87
COC(=S)S,102,107,103,93,101,104,96,111
O=C(CSC(=S)n1cnc2ccccc21)Nc1ccc(Cl)cc1,67,71,47,76,92,70,x,84
Nc1cccc2cn[nH]c12,106,100,109,79,90,131,93,95
O=C(Nc1ccc(-n2ccc3c(NC(=O)c4ccccc4)ncnc32)cc1)c1cccc(C(F)(F)F)c1,56,34,61,46,x,44,28,88
COc1ccccc1N1CCN(C(CNS(=O)(=O)c2ccc(Cl)cc2)c2cccnc2)CC1 (configuration not stated),42,103,91,111,111,36,104,57
CC(=O)c1c(O)c(C)c(O)c2c1OC1=CC(=O)/C(=C(/C)N)C(=O)C12C (configuration not stated),98,88,93,78,99,92,87,74
COc1ccc([C@H]2c3[nH]c4ccccc4c3C[C@H]3C(=O)N(C4CCN(Cc5ccccc5)CC4)CC(=O)N23)c(OC)c1,81,78,80,46,86,69,49,102
CC(=O)Oc1ccc(Cl)cc1CN(C(C)=O)C1CCCCC1,90,102,97,90,110,101,x,x
Nc1ncnc2c1ncn2CCO,106,102,102,92,95,125,92,106
O=C(CN1C(=O)c2ccccc2C1=O)c1ccc(Br)cc1,110,105,101,99,104,118,108,96
CCCOC(=O)N[C@H]1CCc2cc(OC)c(OC)c(OC)c2-c2ccc(SC)c(=O)cc21,24,28,30,38,48,20,20,x
CCCCC(CC)CCC(C)OC=O (configuration not stated),108,108,105,95,99,96,106,95
Cc1c[nH]c(=O)n(Cc2nnc(CCC(=O)c3nc4ccccc4[nH]3)o2)c1=O,29,61,30,44,64,-7.8*,63,12
Cn1c(=O)[nH]c2nc(SCC(=O)c3ccc(Br)cc3)[nH]c2c1=O,100,104,99,87,112,x,87,101
COc1ccc(NC(=O)/C(=C/N2C(=O)/C(=C/c3ccc(OC)c(OC)c3)NC2=S)C(C)=O)cc1,99,80,81,55,110,86,92,88
C=C(C)[C@@H]1CC[C@]2(c3ncc(C)o3)CC[C@]3(C)[C@H](CC[C@@H]4[C@@](C)(CCC#N)[C@H](C(=C)C)CC[C@]43C)[C@@H]12,-86*[100 µM],-98*[100 µM],-91*[100 µM],-94*[100 µM],-91*[100 µM],-84*[100 µM],-96*[100 µM],-93*[100 µM]
Brc1ccc2c(c1)c(-c1nc(-c3c[nH]c4ncccc34)cs1)cn2CCCN1CCCCC1,-75*,-24*,25,-52*,76,24,x,77

# Going on with the list.
SMILES,786-0,ACHN,SN12C,UO-31,TK-10,RXF 393,CAKI-1,A498
Cc1ccc(S(N)(=O)=O)cc1Cl,100,107,106,94,107,125,101,106
CN(C)c1ccc(/C=C2\C=C(c3nc4ccccc4s3)OC2=O)cc1,102,92,97,73,118,110,76,112
Nc1c(C(=O)Nc2cccc3ccccc23)sc2nc3c(cc12)CN(CCc1ccccc1)CC3,95,82,87,93,116,109,86,78
O=S(=O)(O)c1cc(Cl)ccc1Cl,98,104,102,91,x,108,83,95
NS(=O)(=O)c1ccc(C(=O)NNCCC(=O)c2ccccc2)cc1,107,105,111,83,100,118,96,105
NS(=O)(=O)c1ccc(Nc2nc(NNC(=O)CCl)nc(Nc3ccccc3)n2)cc1,98,103,100,93,106,109,97,89
CC(=O)c1c2ccccc2c(Sc2ccccc2)n1C,94,85,89,64,89,100,x,86
CC(=O)C1=C(O)C=C2Oc3c(C(=O)/C=C/c4c(Cl)cccc4Cl)c(O)c(C)c(O)c3[C@]2(C)C1=O,-39*,-15*,-31*,-29*,-31*,-49*,6.8*,-72*
CCOC(=O)c1nnn(Cc2cc(=O)oc3ccc(O)cc23)c1C,103,105,96,92,101,113,97,101
O=C(O)CNC(=O)c1nc(-c2ccccc2)n(-c2ccc(F)cc2)n1,96,106,109,91,99,x,98,95
N#Cc1ccc(C(=O)CSc2nccc(Nc3ccc(S(N)(=O)=O)cc3)n2)cc1,104,105,101,77,105,102,96,102
COc1cc(-c2nc(/C=C3/C(=O)N(C)c4ccccc43)c3ccccn23)cc(OC)c1OC,103,78,98,77,106,127,106,110
CC(C)(C)c1ccc([N+](=O)[O-])cc1Br,98,x,108,99,98,105,x,101
Cn1c(=O)[nH]c2nc(SCC(=O)c3ccc(Cl)cc3)[nH]c2c1=O,104,101,104,81,109,x,88,91
Cc1ccc2c(Cn3cc(CSc4nc5ccccc5o4)nn3)cc(=O)oc2c1,105,103,102,91,122,99,100,90
O=C(Nc1cc(F)cc2cccnc12)c1cnc(N2CCNCC2)cn1,89,28,75,29,67,54,52,89
COC(=N)N(Cc1ccccc1)Cc1ccccc1,97,124,101,66,102,118,100,108
O=C(CCN1C(=O)/C(=C/c2ccccc2)SC1=S)Nc1ncc(Cc2ccccc2)s1,99,98,98,82,102,102,95,102
Nc1ncnc2nc(N3CCOCC3)[nH]c12,97,105,101,104,98,109,100,127
COc1cccc(C(=O)Nc2nnc(CCS(=O)(=O)c3ccc(C)cc3)s2)c1,99,97,106,96,96,106,101,96
CCN(CC)C(=O)C1CCCCN1Cc1c[nH]c2ccccc12 (configuration not stated),99,100,108,69,107,104,x,111
CCCCCCCNCCCCCC,88,102,96,79,108,104,81,116
CCC(C)C1NC(=O)c2nc(oc2-c2ccccc2)-c2csc(n2)-c2csc(n2)-c2nc(oc2C)-c2coc(n2)CNC(=O)C(C(C)CC)NC1=O (configuration not stated),-73*,-91*,-65*,-90*,-87*,-73*,-95*,-85*
COc1cc(NS(=O)(=O)c2ccc(NC3=C(Cl)C(=O)c4ncccc4C3=O)cc2)ncn1,116,104,115,64,146,x,103,139
Cc1ccc(N2CCN(C(N)=S)CC2)cc1Cl,91,98,98,87,83,110,84,106

# Entries of single compounds, quoted from the list:
# CCCCCCCNCCCCCC is listed with 786-0: 88; ACHN: 102; SN12C: 96; UO-31: 79; TK-10: 108; RXF 393: 104; CAKI-1: 81; A498: 116
# COC(=N)N(Cc1ccccc1)Cc1ccccc1 is listed with 786-0: 97; ACHN: 124; SN12C: 101; UO-31: 66; TK-10: 102; RXF 393: 118; CAKI-1: 100; A498: 108
# CN(C)c1ccc(/C=C2\C=C(c3nc4ccccc4s3)OC2=O)cc1 is listed with 786-0: 102; ACHN: 92; SN12C: 97; UO-31: 73; TK-10: 118; RXF 393: 110; CAKI-1: 76; A498: 112

# Other compounds:
SMILES,786-0,ACHN,SN12C,UO-31,TK-10,RXF 393,CAKI-1,A498
c1ccc2c3c(ccc2c1)CCCC3,99,108,106,80,114,121,114,x
O=C1Nc2ccccc2/C1=C/c1cn(C(=O)c2c(Cl)cccc2Cl)c2ccccc12,57,44,56,51,91,-4.1*,19,53
NCC(=O)NCC(=O)OCc1ccccc1,106,102,102,87,114,101,100,83
CCN1C(=O)N(CC)C2NN3C(=O)C=C(c4ccccc4)SC3=NC21 (configuration not stated),87,89,89,66,118,92,72,95
CCN(CC)CCNc1ccc(-c2nc3sccn3c2-c2ccnc(SC)n2)cc1,102,98,104,70,142,114,94,92
N#Cc1c(-c2ccc(Cl)cc2)cc(-c2cc3ccccc3o2)nc1SCC(=O)c1ccccc1,98,88,80,73,132,121,x,113
CCC(c1ccc(OC)cc1)C(CC)c1ccc(OC)cc1 (configuration not stated),90,107,102,80,108,98,98,87
Cc1ccc2[nH]c(=O)c3c(c2c1)Oc1ncn2nc(-c4ccco4)nc2c1C3c1ccc(Cl)cc1 (configuration not stated),x,95,96,85,107,93,92,97
CCOC(=O)C(=O)C(=O)CC(=O)CC(C)C,104,109,97,90,112,125,155,92
OCC1OC(n2cnc3c2NC=NC[C@H]3O)CC1O (some centres not stated),106,93,91,77,95,101,74,105
CC1C(=O)CCCC1=O,103,104,96,87,102,134,100,138
Nc1ccc(Oc2ccc(Cl)cc2)c(Cl)c1,95,102,81,52,87,100,100,64
CNC(=O)Nc1ccncc1,96,114,96,104,128,106,83,106
Cc1nn(-c2ccc(Cl)cc2)c2ncnc(NCCc3ccccc3)c12,107,93,104,87,94,98,70,103
COc1ccc(CNC(=O)[C@H](O)[C@@H](N)Cc2ccccc2)cc1OC,100,102,99,90,101,107,92,115
COc1ccc(C2NCc3c(nc4c(c(C)nn4-c4ccccc4)c3-c3ccc(Cl)cc3)N2)cc1 (configuration not stated),86,108,107,94,84,97,97,99
COc1ccc(-c2nc3ccc(-c4nc5ccc(N6CCN(c7ccncc7)CC6)cc5[nH]4)cc3[nH]2)cc1OC,76,92,45,98,101,85,58,61
CCSc1nnc(-c2cc3ccccc3oc2=O)o1,111,98,101,82,164,103,99,79
O=C(CCl)N1CCCc2ccccc21,104,101,94,83,102,89,x,94
N#Cc1c(-c2ccc(Cl)cc2)cc(-c2ccc(Br)s2)[nH]c1=O,99,98,92,68,113,93,98,x
CCCCOc1nc2c(C)cccc2cc1C(c1cn(CCCC)c2ccccc12)c1cn(CCCC)c2ccccc12,102,102,102,83,103,x,94,97
N#Cc1ccc(-c2cc3cc(Br)ccc3oc2=O)n(N)c1=O,85,83,89,66,107,110,82,122
COc1cc(NC(=O)N2CCN(C)CC2)ccc1-c1ccc(NC(=O)N2CCN(C)CC2)cc1OC,99,105,101,85,91,99,x,94
CC(CC(C)(C)C)C(=O)O (configuration not stated),109,97,98,94,113,107,102,114
CCN(CC)S(=O)(=O)c1ccc(S(=O)(=O)N2CCC[C@@H](C(=O)NC3COC3)C2)cc1,94,92,84,80,93,x,71,71

# 3 of the compounds above, as labelled records:
O=C1Nc2ccccc2/C1=C/c1cn(C(=O)c2c(Cl)cccc2Cl)c2ccccc12
- 786-0: 57
- ACHN: 44
- SN12C: 56
- UO-31: 51
- TK-10: 91
- RXF 393: -4.1*
- CAKI-1: 19
- A498: 53
COc1ccc(CNC(=O)[C@H](O)[C@@H](N)Cc2ccccc2)cc1OC
- 786-0: 100
- ACHN: 102
- SN12C: 99
- UO-31: 90
- TK-10: 101
- RXF 393: 107
- CAKI-1: 92
- A498: 115
O=C(CCl)N1CCCc2ccccc21
- 786-0: 104
- ACHN: 101
- SN12C: 94
- UO-31: 83
- TK-10: 102
- RXF 393: 89
- CAKI-1: x
- A498: 94

# Just UO-31 and SN12C, for some of the entries so far:
structure	UO-31	SN12C
O=C(Nc1cc(F)cc2cccnc12)c1cnc(N2CCNCC2)cn1	29	75
COC(=N)N(Cc1ccccc1)Cc1ccccc1	66	101

# Next section:
SMILES,786-0,ACHN,SN12C,UO-31,TK-10,RXF 393,CAKI-1,A498
COc1ccc(Nc2nc(=O)[nH]c(N)c2N=O)cc1,109,93,105,x,107,114,93,96
CC1CCCCCCC1OC(=O)c1ccccc1C(=O)O (configuration not stated),104,117,98,98,109,108,112,98
CCCCCCCCC(C)OC(=O)c1nn(C(C)=O)c2ccccc12 (configuration not stated),97,107,102,83,93,105,91,109
Cc1nn(-c2ccccc2)c(N2CCOCC2)c1-c1nc2ccc(C(=O)NN=Cc3ccoc3)cc2[nH]1,111,99,96,78,141,117,89,91
Cc1ccc2nc(-c3c(C)nn(-c4ccccc4)c3Oc3ccccc3)[nH]c2c1,110,95,93,74,151,133,87,61
COC(=O)C(=[N+]=[N-])C(=O)c1cccc([N+](=O)[O-])c1,105,107,100,103,x,101,102,75
NNC(=O)CSc1nc2ccccc2[nH]1,103,98,94,71,101,116,77,76
NS(=O)(=O)c1ccc(Cl)cc1[N+](=O)[O-],110,107,103,98,155,x,x,82
COc1cc(C2CC(c3ccccc3)=NN2C=O)ccc1Oc1nc2c(c(=O)n(C)c(=O)n2C)n1C (configuration not stated),98,87,49,62,110,91,79,81
Cc1ccc(S(=O)(=O)NNc2c3ccccc3nc3ccc(Cl)cc23)cc1,97,95,92,89,83,87,86,x
CC1=C[C@H](N(C)C)[C@H]2C[C@@H]1C2(C)C,94,104,108,75,94,131,89,93
CCOc1nc(-c2ccco2)n2nc(-c3ccco3)cc2n1,103,96,104,91,x,98,96,84
C#CCSc1ncnc2nc[nH]c12,108,107,93,85,119,95,102,119
C1=NN(c2ccccc2)C=NN1c1ccccc1,91,77,101,71,99,88,74,x
O=C(/C=C/C=C/c1ccccc1)c1ccccc1O,97,100,111,79,x,102,99,104
CCOC(=O)CC(C#N)c1ccc([N+](=O)[O-])cc1 (configuration not stated),119,116,116,93,114,106,102,81
COC(=O)CCCCCCCCCC(=O)O,97,106,104,87,87,132,97,105
C=CCCN1CCCC1,64,88,89,79,152,98,85,109

# Exported as tab-separated lines: two of the compounds above
Compound	786-0	ACHN	SN12C	UO-31	TK-10	RXF 393	CAKI-1	A498
CCOc1nc(-c2ccco2)n2nc(-c3ccco3)cc2n1	103	96	104	91	x	98	96	84
C#CCSc1ncnc2nc[nH]c12	108	107	93	85	119	95	102	119

# From PubChem BioAssay
